UPR XBP1 act = activators of adaptive XBP1 UPR arm, primary screen, cell-based, CHO-XBP1 luciferase reporter, luminescence, uHTS; hit rate 0.33% among 330,000; activation, % at 20 µM; AID 463104, 2010; IRE1-XBP1 UPR activation; percent of tunicamycin response, DMSO as zero;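 active means versus positive control, 20 µM dose yields 30% or more activation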;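 further: 100% = tunicamycin at 10 µg/mL and 0% = DMSO only wells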
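Material: CHO-XBP1 cells stably carrying IRE1-XBP1-driven luciferase reporter / Amount: 1000 cells per well / Compound: 20 µM, 1% DMSO / Times: 6 h treatment, 37 °C / Detection: luciferase luminescence / Measure: % activation of reporter signal versus tunicamycin and DMSO controls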
CHOP UPR activ = activators of apoptotic CHOP UPR arm, primary screen, cell-based, CHO-CHOP luciferase reporter, luminescence, uHTS; UPR activation; percent of tunicamycin response over DMSO baseline; activation, % at 10 µM; hit rate 0.34% among 330,000;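 active means at 10 µM dose, activation of 40% or more, normalized to positive control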;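 further: 100% = tunicamycin at 10 µg/mL and 0% = DMSO alone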
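System: CHO-CHOP luciferase reporter cell line; amount: 500 cells/well; buffer or medium: F12 medium containing 10% fetal bovine serum; incubation: 6 h compound exposure at 37 °C after overnight seeding; measured by: luciferase luminescence after 10 min with Steady-Glo reagent; evaluation: % reporter activation, DMSO baseline versus tunicamycin full activation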
Gli-Sufu antag = Gli-Sufu pathway antagonists, primary screen, luciferase luminescence, Sufu-KO-LIGHT cells, uHTS | Sufu-KO-LIGHT fibroblasts, Gli luciferase reporter luminescence | inhibition, % at 5 µM | hit rate 0.74% among 340,000 | AID 588413, 2011;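 active means inhibition above about 55%, limit read from the data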;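 further: 0% = DMSO-treated cells and 100% = wells with medium but no cells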
CCR6 antag = CCR6 receptor antagonists, primary screen, cell-based, CHO-K1, luminescence, beta-arrestin, uHTS. C-C chemokine receptor type 6 (Homo sapiens), P51684. CHO-K1 CCR6 PathHunter beta-arrestin, CCL20-stimulated. inhibition, % at 20 µM. hit rate 0.49% among 340,000. AID 493098, 2011;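 active means compounds whose inhibition of the agonist-driven luminescence signal at 20 µM reaches about 50%, limit read from the data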;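 further: cells stimulated with CCL20 at 14 nM final; plate controls were DMSO with CCL20 for no effect and DMSO without agonist for full effect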
Target sequence (P51684 whole entry, looked up): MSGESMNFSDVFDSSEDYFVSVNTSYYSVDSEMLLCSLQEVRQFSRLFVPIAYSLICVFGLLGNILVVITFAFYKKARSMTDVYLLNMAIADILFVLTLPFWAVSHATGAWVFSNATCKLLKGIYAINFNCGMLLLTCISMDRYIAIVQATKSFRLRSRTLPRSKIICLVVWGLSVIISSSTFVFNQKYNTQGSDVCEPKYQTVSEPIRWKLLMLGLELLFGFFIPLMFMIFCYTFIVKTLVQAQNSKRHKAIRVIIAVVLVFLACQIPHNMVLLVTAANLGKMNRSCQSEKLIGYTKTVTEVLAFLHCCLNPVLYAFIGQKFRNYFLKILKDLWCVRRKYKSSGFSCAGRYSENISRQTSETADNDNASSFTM
Mdm2-MdmX inh = inhibitors of human Mdm2-MdmX association, primary screen, cell-based, luminescence, split luciferase, SaOS-2, uHTS. AID 485346, 2010. hit rate 3% among 330,000. Protein Mdm4 (Homo sapiens) + E3 ubiquitin-protein ligase Mdm2 (Homo sapiens), …. SaOS-2 split-luciferase Mdm2/MdmX complementation. inhibition, % at 8 µM;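 active means inhibition of at least 50% at 8 µM in the primary screen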
EBI2 block = EBI2 receptor antagonists, beta-arrestin recruitment, primary screen, cell-based, luminescence, 7a,25-OHC stimulation, uHTS; G-protein coupled receptor 183 (Homo sapiens), P32249; 7a,25-OHC stimulated; inhibition, % at 5 µM; hit rate 0.81% among 360,000; in the data active means inhibition above about 38%;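 further: enzyme fragment complementation signal reports receptor beta-arrestin coupling in cells; 0% = agonist plus DMSO wells and 100% = wells without agonist; some results beyond the cut were filed as inactive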
Target sequence (P32249 whole entry, looked up, the tested form may be a part): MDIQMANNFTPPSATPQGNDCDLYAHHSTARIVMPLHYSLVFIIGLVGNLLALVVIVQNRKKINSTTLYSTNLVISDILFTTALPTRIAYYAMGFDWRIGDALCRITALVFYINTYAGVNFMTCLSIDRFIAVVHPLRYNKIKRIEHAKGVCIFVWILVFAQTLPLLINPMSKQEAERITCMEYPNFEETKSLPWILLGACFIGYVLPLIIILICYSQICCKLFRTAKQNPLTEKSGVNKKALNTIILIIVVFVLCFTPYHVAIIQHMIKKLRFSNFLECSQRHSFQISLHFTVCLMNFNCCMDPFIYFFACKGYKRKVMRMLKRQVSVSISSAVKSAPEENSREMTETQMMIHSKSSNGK
697 NFkB inh = inhibitors of PMA/ionomycin-induced NF-kB reporter, 697 cells, primary screen, B-cell NF-kB inhibitor project, cell-based, luminescence, uHTS; inhibition, % at 4 µM; hit rate 0.33% among 330,000; 697 B-cell NF-kB luciferase reporter, 16 h; AID 435022, 2010; in the data active means inhibition above about 35%
Jurkat NFkB inh = inhibitors of induced NF-kB luciferase reporter, primary screen, TCR NF-kB activation inhibitor project, cell-based, luminescence, uHTS. inhibition, % at 4 µM. Jurkat, PMA/ionomycin-induced NF-kB luciferase reporter. AID 435003, 2010. hit rate 0.53% among 330,000; in the data active means inhibition above about 50%
CXCR6 inh = CXCR6 receptor inhibitors, primary screen, cell-based, beta-arrestin, luminescence, CHO-K1 PathHunter, 1536-well. inhibition, % at 20 µM. hit rate 0.36% among 360,000. AID 602244, 2012; in the data active means inhibition above about 34%, passing the limit was not always enough;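 further: antagonist mode with CXCL16 agonist at 10 nM final; 0% = 10 nM CXCL16 with DMSO and 100% = unstimulated wells without agonist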
Target sequence (O00574 whole entry, looked up): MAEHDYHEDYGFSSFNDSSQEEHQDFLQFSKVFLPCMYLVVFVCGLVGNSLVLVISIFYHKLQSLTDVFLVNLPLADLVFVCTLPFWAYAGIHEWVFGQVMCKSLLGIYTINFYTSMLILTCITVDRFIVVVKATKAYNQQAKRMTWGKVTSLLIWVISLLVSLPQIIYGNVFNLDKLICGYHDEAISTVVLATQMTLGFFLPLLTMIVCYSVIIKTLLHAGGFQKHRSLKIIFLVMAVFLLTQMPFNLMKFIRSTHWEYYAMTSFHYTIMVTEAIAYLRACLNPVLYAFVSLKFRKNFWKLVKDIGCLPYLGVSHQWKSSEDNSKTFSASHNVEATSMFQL
* marks the source's active call; other numbers are inactive results; nt = no result given.

SMILES	UPR XBP1 act	CHOP UPR activ	Gli-Sufu antag	CCR6 antag	Mdm2-MdmX inh	EBI2 block	697 NFkB inh	Jurkat NFkB inh	CXCR6 inh
Cc1cc(=O)n2nc(N3CCCC(C(=O)NCc4ccccc4Cl)C3)sc2n1 (stereo unspecified)	-2	-2.4	-2	7	23	2	4	-5	-4
O=C1NC2c3c(Cl)sc(Cl)c3C(=O)C2O1 (stereo unspecified)	nt	nt	8	14	nt	-8	nt	nt	12
Cc1ccc(C(=O)CN(C(=O)c2ccc(Cl)c(Cl)c2)N2C(=O)C3CCCCC3C2=O)cc1 (stereo unspecified)	-1	-0.5	-1	-3	-1	-7	5	5	20
COC(=O)c1cccc(COC(=O)c2cccnc2SC)c1	3	4.2	1	10	-28	7	-35	-1	9
CC(C)CCNC(=O)c1ccc2c(c1)ncn2C1CCCCC1	1	0.4	-2	6	5	2	-5	7	-6
C=CCn1c(SCC(=O)N(CC)C2CCS(=O)(=O)C2)nnc1-c1ccccc1 (stereo unspecified)	1	-0.5	-4	-5	11	7	10	3	4
O=C(COC(=O)c1ccccc1NC(=O)c1ccco1)NCc1ccc2c(c1)OCO2	3	-1.0	-7	12	20	6	23	1	-9
Cn1ncc2c(Nc3cc(Cl)cc(Cl)c3)ncnc21	1	0.8	13	-7	16	-2	-1	-12	-10
O=C(NCCCN1CCOCC1)c1sc2cc([N+](=O)[O-])ccc2c1Cl	-1	-0.3	-4	-9	-9	0	-14	-8	-4
CNS(=O)(=O)c1cc(C(=O)O)ccc1OC	-2	-0.4	-3	-7	17	-8	-1	-2	8
COc1ccc(OCCNC(=O)C(c2ccccc2)c2ccccc2)cc1	2	-1.6	11	17	13	85*	-29	-9	-5
CCOc1ccc(S(=O)(=O)N2CCC(C(=O)NCc3ccccn3)CC2)cc1C	0	2.4	41	0	13	-3	31	18	-4
Cc1cccc(C)c1NC(=O)CNC(=O)c1c(-c2ccccc2)noc1C	-2	1.2	2	6	17	0	9	-5	-3
O=C(NC1CCCC1)C(c1ccccn1)N(C(=O)c1csnn1)c1ccccc1F (stereo unspecified)	-2	-0.4	21	4	-4	0	14	-10	7
O=[N+]([O-])c1ccccc1OC/C(=N\O)c1ccccc1	-1	1.2	3	8	8	2	-11	-22	5
N#Cc1c2n(c3c(=O)n(Cc4ccccc4)cnc13)CCCC2	-1	-2.7	4	-3	8	0	-1	13	6
O=C(Nc1ccccc1F)C1CCCN(S(=O)(=O)c2ccccc2)C1 (stereo unspecified)	-4	-0.3	-1	14	19	1	12	-1	6
Cc1cc(Cl)ccc1OCCCC(=O)N1CCN(S(=O)(=O)c2ccccc2)CC1	-1	-1.5	3	10	13	63*	-17	-9	-3
CC(Sc1nnc(Cc2cccs2)n1C1CC1)C(=O)NC1CCS(=O)(=O)C1 (stereo unspecified)	2	-1.4	0	-1	0	-8	-1	1	-12
CCOC(=O)c1ccc(NC(=O)CN2C(=O)C(=O)N(CC(C)C)C2=O)cc1	-2	2.1	-4	6	-16	-15	13	-1	2
CN1C(=O)/C(=C/c2ccc(OC(=O)c3ccco3)cc2)SC1=S	-1	4.7	-31	29	4	8	1	-14	19
N#C/C(=C/c1cccc(O)c1)C(=O)NCc1ccc(Cl)cc1	-4	3.9	-5	0	17	27	-11	9	-6
Cc1ccc(S(=O)(=O)NN=C2C(=O)C3CCC2C3Cl)cc1 (stereo unspecified)	nt	nt	10	15	nt	4	nt	nt	-1
COc1ccc(-c2c(C(=O)O)nc3ccccc3c2C(=O)O)cc1	0	-1.3	2	-18	-13	-10	25	6	2
COc1cccc(CN(C)C(=O)c2ccc(S(=O)(=O)N3CCCC3)cc2)c1OC	1	-1.9	3	-7	-2	1	13	2	-10

Record cards, as listed above:
Record of `COC(=O)c1cccc(COC(=O)c2cccnc2SC)c1` : UPR XBP1 act = 3; CHOP UPR activ = 4.2; Gli-Sufu antag = 1; CCR6 antag = 10; Mdm2-MdmX inh = -28; EBI2 block = 7; 697 NFkB inh = -35; Jurkat NFkB inh = -1; CXCR6 inh = 9
Record of `N#C/C(=C/c1cccc(O)c1)C(=O)NCc1ccc(Cl)cc1` : UPR XBP1 act = -4; CHOP UPR activ = 3.9; Gli-Sufu antag = -5; CCR6 antag = 0; Mdm2-MdmX inh = 17; EBI2 block = 27; 697 NFkB inh = -11; Jurkat NFkB inh = 9; CXCR6 inh = -6

New compounds follow
SMILES	UPR XBP1 act	CHOP UPR activ	Gli-Sufu antag	CCR6 antag	Mdm2-MdmX inh	EBI2 block	697 NFkB inh	Jurkat NFkB inh	CXCR6 inh
O=C(NCCc1ccc(Cl)cc1)C1CCC(=O)N(C2CCCCCC2)C1 (stereo unspecified)	-8	2.5	0	11	-18	5	6	9	4
O=C(Nc1ccc(-c2nnc(-c3ccccc3)o2)cc1)c1ccc(Br)o1	0	1.9	-6	-5	27	-5	-26	-20	-4
Cc1ccc(NC(=O)Cc2cc(C(=O)O)c3ccccc3n2)c(C)c1	10	16	-1	-18	82*	6	-3	-16	-15
COc1ccc(CN(C(=O)c2cc(=O)c3ccccc3o2)C2CCS(=O)(=O)C2)cc1 (stereo unspecified)	-2	1.8	3	3	48	-6	-3	10	8
CCOC(=O)c1c(N/N=C/c2cccnc2)n[nH]c1C	1	3.5	-24	8	-6	-13	-26	17	-1
Cc1ccc(-c2nnc(SCC(=O)N3CCCC3)o2)cc1	2	4.4	-16	-5	-92	-5	-19	-51	-7
O=S(=O)(Nc1ccccc1F)c1ccc2nsnc2c1	0	-0.6	6	15	37	-4	3	-15	7
CN(C)c1ccc(N2[C@@H](CC(=O)O)c3cc(C(F)(F)F)ccc3S2(=O)=O)cc1	-2	-0.6	12	2	7	0	-35	-15	-7
O=C1c2c(Cl)c(Cl)c(Cl)c(Cl)c2C(=O)N1c1nccs1	nt	nt	5	6	nt	-9	nt	nt	3
COc1ccc(CCN(Cc2cccs2)S(=O)(=O)c2ccc(S(=O)(=O)N(C)C3CCCCC3)cc2)cc1OC	-2	0.9	-2	0	18	-6	-33	6	0
CC1c2cc3c(cc2CCN1CC(=O)Nc1ccccc1)OCCCO3 (stereo unspecified)	-6	-0.8	40	1	-4	-2	-2	-16	-4
COc1ccc(CNC(=O)CN(c2ccccc2OC)S(=O)(=O)c2cccs2)cc1	-2	0.1	-4	8	28	10	5	7	-2
CCOC(=O)C1=CN(Cc2cccc(F)c2)S(=O)(=O)N(C)C1CCc1ccccc1 (stereo unspecified)	0	2.5	2	25	12	11	-6	nt	9
Cc1ccc(C(OC(=O)c2ccco2)C(=O)NC2CCCCC2)cc1 (stereo unspecified)	-1	1.0	6	2	26	-1	-5	-6	-2
COc1ccc2[nH]c(C(O)(Cc3cccnc3)Cc3cccnc3)cc2c1	-2	-1.7	-6	4	-15	-4	15	5	5
COc1ccc2cc(CCNC(=O)c3c(-c4ccccc4Cl)noc3C)c(=O)[nH]c2c1	0	1.8	0	0	-43	-3	-31	-25	1
CC(NC(=S)NNS(=O)(=O)c1ccc(C(C)(C)C)cc1)c1ccccc1 (stereo unspecified)	-1	0.1	-7	24	-1	4	-1	-4	-1
O=C(c1ccccc1)c1ccc2nc(N3CCN(C(=O)c4ccco4)CC3)c3nncn3c2c1	1	2.6	28	34	23	11	27	27	25
O=C(Cc1cccs1)Nc1cccc(C(=O)Nc2ccc(C(=O)O)cc2)c1	0	-0.3	-9	4	-1	-1	-25	0	-6
Cc1c(N(C)CS(=O)(=O)O)c(=O)n(-c2ccccc2)n1C	-6	0.5	1	8	1	8	21	3	-1
Cc1ccccc1NC(=O)CC(C)S(=O)(=O)c1ccc2c(c1)NC(=O)CO2 (stereo unspecified)	-3	-0.1	-26	5	-15	-7	-18	-5	-3
O=C(/C=C/c1cccc([N+](=O)[O-])c1)NCCN1CCOCC1	9	1.0	-1	-4	-14	-9	-8	-4	-3
Cc1nn(CC(=O)Nc2cccc(S(N)(=O)=O)c2)c(C)c1[N+](=O)[O-]	-1	-1.6	-1	10	7	-3	-14	3	6
O=S(=O)(c1ccccc1)c1cccc(S(=O)(=O)N2CCCCC2)c1	1	-1.5	12	4	12	3	6	-14	-4
CSc1ncccc1C(=O)Nc1nc2ccc(Oc3ccccc3)cc2s1	0	1.0	-15	-1	16	-3	-31	-21	3
Additional compounds:
SMILES	UPR XBP1 act	CHOP UPR activ	Gli-Sufu antag	CCR6 antag	Mdm2-MdmX inh	EBI2 block	697 NFkB inh	Jurkat NFkB inh	CXCR6 inh
COc1cccc(OCCCCN2CCCCC2)c1	0	0.9	9	-29	2	-6	-1	4	-3
Cc1ccc(C)c(NC(=S)NCC(c2cccnc2)N2CCOCC2)c1 (stereo unspecified)	2	-0.6	3	5	-8	4	0	4	7
COc1ccc(Nc2nc(N)c([N+](=O)[O-])c(NCc3ccccc3)n2)cc1	8	3.0	5	7	27	-15	5	-8	5
CNc1ccccc(-c2ccc3ccccc3n2)c1=O	0	1.8	54	-9	-8	-5	-62	-7	-2
O=[N+]([O-])c1ccc(NC2CCCCC2)nc1	nt	nt	0	8	nt	0	nt	nt	0
O=C(Nc1ccccc1C(=O)O)c1cc(S(=O)(=O)NCc2ccccc2)ccc1Cl	-3	-0.3	10	1	11	-2	18	-4	2
Cc1cc(=O)oc(C)c1C(=O)OCC(=O)c1ccccc1	-1	0.8	-1	7	-10	-10	-17	-1	-4
COCCOC(=O)C1=C(C)NC(=O)NC1c1cccc(F)c1 (stereo unspecified)	-4	2.0	2	10	-10	-10	-19	2	-11
CC(=O)Nc1ccccc1NC(=O)c1ccccc1	0	4.2	0	-8	17	-8	-6	-15	-3
CCOc1ccc(Cl)cc1CNCCNCCO	2	-2.3	10	10	7	-3	19	-6	3
Cc1nnc(SCC2=C(C(=O)O)N3C(=O)C(NC(=O)Cc4ccccc4)C3SC2)s1 (stereo unspecified)	-2	2.4	3	0	6	-4	-2	5	-4
O=C(Nc1ccccc1C(=O)O)c1ccc2c(c1)C(=O)N(c1cccc([N+](=O)[O-])c1)C2=O	nt	nt	12	6	nt	-14	nt	nt	13
COC(=O)c1ccc(OCCOCCOc2cccc3ccc(C)nc23)cc1	-1	-0.4	3	16	-1	2	-20	-6	6
CCCCC(=O)N(c1ccc(OCC)cc1)C1C=CS(=O)(=O)C1 (stereo unspecified)	-2	4.4	2	11	-29	-13	4	0	7
Clc1ccc(-c2nnc(-c3ccccc3)o2)c(Cl)c1	-6	-5.7	-119	4	-125	20	-242	-163	-4
CCOc1ccccc1NC(=O)/C=C/C(N)=O	-4	4.5	0	3	17	-7	13	14	-5
COc1cccc(-c2nc3ccc(C(=O)NC(C)Cc4cccnc4)cc3o2)c1 (stereo unspecified)	2	2.3	-62	-3	-35	2	-144	-103	-7
Cc1cccc(CN2CCN(Cc3cccc4nonc34)CC2CCO)n1 (stereo unspecified)	0	-0.8	7	3	4	-5	1	-5	0

High-throughput results as filed in PubChem.
